AMA1-RON2 inh: inhibitors of Plasmodium falciparum AMA1-RON2 interaction. Potency, µM (highest dose often 58.2 µM), for inactives: top-dose activity change, negative = inhibition, most hits filed as inhibitors. 360,000 compounds, 0.2% hits. AlphaScreen AMA1-biotinylated RON2 peptide binding;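 further: potency means the concentration at half of the fitted maximal effect; 0% = vehicle wells and -100% = peptide control; nearly all actives have a fitted effect of over 45% in size; some results filed as inactive show a strong effect at the top dose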
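AMA1 (3D7) with his tag at 25 nM final met compounds first, then biotinylated RON2 peptide at 25 nM; detection used donor plus acceptor beads, 10 µg/mL apiece, read by AlphaScreen after 30 min at room temperature.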
TbPYK inhibitor: blocks Trypanosoma brucei pyruvate kinase; Q57TT1; TbPYK enzyme, Kinase-Glo Plus ATP luminescence, 45 min; Potency, µM (series often up to 76.8 µM), for the others: at the highest dose activity, negative = inhibition, hits mostly inhibitors; 410,000 compounds, 0.12% hits; further: potency means the concentration at half of the fitted maximal effect; on the % scale 0 is the no-effect control and ±100 the full control effect; nearly all actives have a fitted effect of over 50% in size
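Activity of T. brucei pyruvate kinase was followed by Kinase-Glo Plus luminescence after the enzyme reacted 45 min at room temperature with 130 uM ADP (final) and substrate. Test compounds were added before ADP at multiple concentrations.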
Shiga inhibitor: Shiga toxin inhibition; 290,000 compounds, 9.2% hits; Vero cells, Shiga toxin protein synthesis inhibition reporter; AID 2315; inhibition, % at 38.7 µM; in the data active means inhibition mostly above about 28%, no sharp cut-off; inactive means mostly below about 43%; further: 0% is about no effect
Pf growth 48h: P. falciparum growth inhibition at 48 hours (one generation); Potency, µM (series often up to 28.7 µM), without a hit: top-dose activity change, negative = inhibition, most hits filed as inhibitors; P. falciparum luciferase growth in erythrocytes, 48 h; 310,000 compounds, 5.9% hits; further: potency means the concentration at half of the fitted maximal effect; on the % scale 0 is the no-effect control and ±100 the full control effect
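Here the parasites carry a stable luciferase gene and grow inside erythrocytes in Albumax-based RPMI medium with compound for one erythrocytic cycle. Activity is scored as loss of luminescent signal.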
CHX counter: counter-screen for Shiga toxin inhibitors: cycloheximide protein synthesis inhibition. cell reporter, cycloheximide protein synthesis inhibition counterscreen. max response, %. 300,000 compounds, 12% hits. AID 2314; in the data active means max response mostly above about 13%, no sharp cut-off; inactive means mostly below about 14%; further: read at 38.3 µM for the half of the compounds with a filed dose; 0% is about no effect
LmPK inh: LmPK (Leishmania mexicana) enzyme inhibition; Potency, µM (highest dose often 57.5 µM), inactives show top-dose activity change, negative = inhibition, actives largely listed as inhibitors; 290,000 compounds, 0.37% hits; purified LmPK, Kinase-Glo ATP luminescence, 1 h; further: potency means the concentration at half of the fitted maximal effect; on the % scale 0 is the no-effect control and ±100 the full control effect
Target sequence (Q27686 whole entry, looked up): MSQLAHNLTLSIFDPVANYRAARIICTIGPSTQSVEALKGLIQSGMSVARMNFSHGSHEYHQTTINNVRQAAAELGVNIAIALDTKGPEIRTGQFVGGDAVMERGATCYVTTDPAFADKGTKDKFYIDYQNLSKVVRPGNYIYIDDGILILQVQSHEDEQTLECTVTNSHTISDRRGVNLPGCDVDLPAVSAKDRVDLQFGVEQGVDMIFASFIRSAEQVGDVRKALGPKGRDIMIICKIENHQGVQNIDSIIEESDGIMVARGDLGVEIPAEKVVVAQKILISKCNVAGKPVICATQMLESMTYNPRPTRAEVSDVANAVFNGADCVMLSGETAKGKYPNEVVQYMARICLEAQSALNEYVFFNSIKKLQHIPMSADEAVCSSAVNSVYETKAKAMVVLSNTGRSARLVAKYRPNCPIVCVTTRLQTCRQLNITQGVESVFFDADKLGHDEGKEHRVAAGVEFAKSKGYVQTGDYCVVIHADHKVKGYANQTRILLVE
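Screened at intermediate enzyme activity to detect both inhibitors and activators: LmPK at 0.1 nM, with a 0.5 nM enzyme column as activation reference. PEP 0.5 mM, ADP 0.1 mM; ATP detected by luminescence after 1 h.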
Pf growth 96h: P. falciparum growth inhibition at 96 hours; P. falciparum luciferase reporter growth, 96 h; Potency, µM (series often up to 28.7 µM), for the others: top-dose activity change, negative = inhibition, actives largely listed as inhibitors; 320,000 compounds, 6.9% hits; AID 504834; further: potency means the concentration at half of the fitted maximal effect; on the % scale 0 is the no-effect control and ±100 the full control effect
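Infected RBCs, 2% Hct / 0.05% parasitemia final; luciferase-reporter P. falciparum; cpd 96 h, 37 C, 5% CO2; luciferase detection reagent; luminescence.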
An asterisk follows results filed as active; ? = inconclusive; nt = not tested or not shown; & = joins results of further samples; [ ] = remark or other dose. Unless noted, the call rests on the fitted dose curve; in most records, active means well fitted curve in the direction sought with a large enough effect; inconclusive means small, poorly fitted or top-dose-only effect, or another doubt; inactive means no such curve, though single readings can be large; an effect the other way counts as inactive or inconclusive.

SMILES	AMA1-RON2 inh	TbPYK inhibitor	Shiga inhibitor	Pf growth 48h	CHX counter	LmPK inh	Pf growth 96h
Cc1nc(N)sc1C(=O)NN	13.5%	-0.3%	82.0*	74.5%[activator]	23.1*	3.8%	36.9%[activator]
CC(C)(C)NC(=O)NC(=O)COC(=O)C1CCN(S(=O)(=O)c2cccs2)CC1	-5.3%	2.2%	nt	9.9%	nt	nt	?
Cc1cc(C)c(NC(=S)N(CCN(C)C)C(C)c2cccnc2)c(C)c1 (centres undefined)	-4.4%	-6.3%	-23.5	10.7%	-2.8	0.2%	?
CC(=O)Oc1ccc(C(=O)Nc2ccccc2C(=O)NCC(C)C)cc1	10.7%	-7.3%	-9.9	21.9%	-4.2	0.7%	81.9%[activator]
COCCN(C(=O)COC(=O)CSc1ccc2ccccc2c1)c1c(N)n(Cc2ccccc2)c(=O)[nH]c1=O	3.4%	3.5%	nt	?	nt	nt	2.4%
COC(CNC(=O)C(=O)Nc1cc2c3c(c1)CC(=O)N3CCC2)OC	15.6%	0.7%	9.9	20.6%	7.2	-5.0%	36.0%[activator]
COc1ccc(NC(=O)C(NC(C)=O)C(=O)NCc2ccccc2OC)cc1 (centres undefined)	7.9%	-0.9%	-6.4	7.1%	0.3	-3.4%	1.5%
CC1(C)CC(=O)C2=C(C1)Nc1ccccc1NC2c1cccc(F)c1 (centres undefined)	-13.5%	-1.1%	-15.2	-22.9%	-2.9	-6.2%	-11.1%
O=C(NNC1CC(=O)N(c2ccccc2)C1=O)c1ccco1 (centres undefined)	-7.1%	-2.0%	16.8	4.8%	3.8	0.4%	?
COc1ccccc1NS(=O)(=O)c1cc(N)ccc1N1CCCCC1	1.1%	-14.6%	-2.0	14.7µM*	1.0	-2.2%	-12.4%
Cc1cccc(C)c1NC(=O)CN(C)C(=O)C1=COCCO1	45.5%[activator]	-0.8%	nt	-4.1%	nt	nt	?
CC(=O)Nc1ccc(Nc2ccccc2)cc1	-11.4%	21.5%	59.1*	-16.2%	27.1*	1.3%	-0.2%
O=C(c1ccc(Br)cc1)N(c1ccccn1)C1CCCCC1	-2.6%	8.0%	7.1	-6.2%	-1.7	9.2%	1.6%
CCCCn1c(N)c(N(CC)C(=O)c2ccncc2)c(=O)[nH]c1=O	-6.0%	-1.2%	nt	24.2%	nt	nt	9.4%
CCC(C(=O)OCC(=O)Nc1c(Cl)cccc1Cl)c1ccccc1 (centres undefined)	-0.2%	-9.2%	-0.8	-0.3%	-3.2	-1.2%	-14.0%
Cc1ccc(NC(=O)C(c2ccccc2)c2ccccc2)nc1	0.1%	2.7%	8.1	13.4%	-2.8	-0.7%	?
CC(=O)Nc1cccc(OCC(O)Cn2cnc3ccccc32)c1 (centres undefined)	3.7%	2.1%	18.4	-5.1%	4.6	-3.3%	43.9%[activator]
COc1ccc(C(=O)/C=C/c2ccc(OC)c(CN3CCOCC3)c2)cc1	-26.7%	2.5%	-5.2	-0.6%	12.1	-3.2%	24.7%
CN(Cc1ccccc1)C(=C(Cl)Cl)/C(=C1/NCCN1C)[N+](=O)[O-]	17.7%	4.9%	-15.3	0.0%	-3.8	?	5.7%
CC(C)(C)c1ccc(CNC(=O)C2CCCN2C(=O)Nc2ccccc2)cc1 (centres undefined)	-7.2%	-0.4%	-11.9	-12.1%	-2.3	-0.5%	20.9%
O=C(/C=C/c1ccc(Br)cc1)c1ccc(NC(=O)c2ccco2)cc1	-1.1%&-13.2%	1.4%	14.5	-1.0%	27.1*	-0.5%	25.9%
COc1cc(NC(=O)c2cnc(NCc3ccccc3)nc2C)cc(OC)c1OC	13.5%	6.8%	-7.3	?	-1.9	-1.0%	11.4%
CCOC(=O)c1cccc(NC(=O)CCCn2c(=O)c3cccn3c3cccnc32)c1	-6.1%	-18.3%	5.1	?	4.0	4.0%	38.9%[activator]
C=CCN=C=S	nt	2.8%	nt	-7.8%	nt	nt	-23.3%
CCCn1c(SCC(=O)Nc2nnc(CC)s2)nnc1-c1ccncc1	-1.8%	6.7%	-10.3	1.4%	-0.6	-3.8%	?

4 compounds from above, sorted by number of heavy atoms, high to low.
SMILES	AMA1-RON2 inh	TbPYK inhibitor	Shiga inhibitor	Pf growth 48h	CHX counter	LmPK inh	Pf growth 96h
COc1cc(NC(=O)c2cnc(NCc3ccccc3)nc2C)cc(OC)c1OC	13.5%	6.8%	-7.3	?	-1.9	-1.0%	11.4%
CC(C)(C)NC(=O)NC(=O)COC(=O)C1CCN(S(=O)(=O)c2cccs2)CC1	-5.3%	2.2%	nt	9.9%	nt	nt	?
Cc1cc(C)c(NC(=S)N(CCN(C)C)C(C)c2cccnc2)c(C)c1 (centres undefined)	-4.4%	-6.3%	-23.5	10.7%	-2.8	0.2%	?
C=CCN=C=S	nt	2.8%	nt	-7.8%	nt	nt	-23.3%

(further entries)
SMILES	AMA1-RON2 inh	TbPYK inhibitor	Shiga inhibitor	Pf growth 48h	CHX counter	LmPK inh	Pf growth 96h
CC(C)C[C@@H](NC(=O)[C@H](Cc1ccccc1)NC(=O)c1cnccn1)B(O)O	nt	2.1%	nt	0.0675µM*	nt	nt	0.0301µM*
CC(=O)Nc1ccc(S(=O)(=O)N2CCCC2C(=O)Nc2ccc(F)cc2)cc1 (centres undefined)	2.3%	0.0%	-5.4	6.3%	-12.9	-11.4%	?
Cc1ccc(S(=O)(=O)N2CCN(C(=O)CN3CCOCC3)C2C(C)C)cc1 (centres undefined)	-14.3%	1.9%	10.1	-0.6%	-3.1	0.0%	?
CC(=O)OC1COC(n2c(O)c(N=NC(N)=S)c3ccccc32)C(OC(C)=O)C1OC(C)=O (centres undefined)	104.7%[activator]	-2.8%	-13.5	-55.3%	-2.0	0.2%	?
NC(=O)Cc1nc2scc(-c3ccccc3)c2c(=O)[nH]1	30.1%[activator]	2.9%	2.8	18.4%	-3.4	-2.1%	31.8%[activator]
N#Cc1c2n(c3c(=O)n(Cc4ccccc4Cl)cnc13)CCCC2	-5.2%	-0.6%	-10.6	28.6%	-4.9	-12.5%	nt
O=S(=O)(c1cccc2cccnc12)N1CCN(Cc2ccc3c(c2)OCO3)CC1	1.6%	3.9%	14.6	0.4%	1.6	1.1%	5.9%
CCN(/C=N/c1sc2c(c1C#N)CCCCC2)CC	-4.6%	-1.9%	66.9*	76.1%[activator]	51.6*	-5.8%	165.4%[activator]
COc1ccc(Cl)cc1N(CC(=O)N/N=C/c1ccc(OCC(N)=O)cc1)S(C)(=O)=O	5.6%	-6.0%	8.5	27.9%	0.6	2.2%	10.7%
Cc1ccc(NC(=O)c2sc(Cl)nc2-c2ccccc2)cc1	10.4%	-0.9%	-13.7	-0.6%	-2.0	6.3%	nt
COCCn1c(=NC(=O)CN2C(=O)CCC2=O)sc2cc(S(N)(=O)=O)ccc21	-5.4%	6.5%	-4.6	-1.3%	-5.8	-3.5%	-16.6%
Cc1cc(OCC(=O)Nc2ccccc2N2CCOCC2)c(C(C)C)cc1Cl	7.3%	1.7%	nt	?	nt	nt	?
CCOC(=O)Cn1ccc(NC(=O)COc2ccc(F)cc2)n1	-3.4%	-2.5%	-4.2	13.3%	-2.3	-6.2%	?
CC(C)(C)C(=O)CN1C(=O)NC2(CCCc3ccccc32)C1=O (centres undefined)	-8.6%	-7.1%	-4.5	-14.4%	-4.3	4.1%	0.0%
COc1ccc(CCNC(=O)C(=O)NCCC2CCCCN2S(=O)(=O)c2cccs2)cc1 (centres undefined)	8.6%	-14.0%	nt	?	nt	nt	7.38µM*
COc1ccc(NC(=O)COC(=O)c2ccc(OCc3ccccc3Cl)c(OC)c2)c(OC)c1	3.2%	-5.0%	18.6	7.6%	5.0	2.7%	25.3%
Cc1cccc(-n2c(N)c(C(=O)NCCN3CCOCC3)c3nc4ccccc4nc32)c1	12.0%	-0.2%	-13.4	nt	-3.4	10.6%	9.28µM*
COC(=O)c1c(NC(=O)/C=C/c2ccco2)sc2c1CCC2	-3.7%	-9.1%	-2.5	15.1%	-1.9	-0.1%	41.9%[activator]
COC(=O)c1ccc(C)c(NC(=O)CCSc2ccc(C)cc2)c1	8.1%	5.8%	-13.2	-2.2%	-9.1	1.5%	?
Cc1ccc(C)n1NC(=O)c1cccc(Cl)c1	9.6%	4.4%	-9.8	nt	13.6	2.8%	?
COc1ccccc1CCn1c(N)cc(=O)[nH]c1=O	-7.0%	6.3%	-2.7	-2.2%	-1.8	2.5%	3.0%
Cc1ccc(/C([O-])=C(/C(=S)NCc2ccccc2)[n+]2ccccc2)cc1[N+](=O)[O-]	-10.4%	-4.0%	-5.4	8.6%	-3.3	8.2%	-21.7%
COc1ccc(Oc2nc(OC)cc(OC)n2)cc1	-1.3%	-8.5%	-11.2	27.0%	1.4	-4.7%	-15.9%
Cc1ccc2c(c1)COc1c3ccc(C(=O)NC(C)C)cc3nn1-2	-9.3%	-0.2%	76.2*	104.3%[activator]	35.3*	-3.8%	34.0%[activator]
Cc1ccccc1C(=O)NC1CCN(C(=O)N2CCOCC2)CC1	3.5%	1.9%	3.2	7.5%	3.4	2.9%	10.3%

Later entries
SMILES	AMA1-RON2 inh	TbPYK inhibitor	Shiga inhibitor	Pf growth 48h	CHX counter	LmPK inh	Pf growth 96h
COC(=O)c1[nH]c2ccc(F)cc2c1NS(=O)(=O)c1ccc(OC)cc1OC	9.4%	-2.1%	-1.5	-7.9%	5.8	2.3%	-0.5%
CCCC1(c2ccccc2)NC(=O)N(CC(=O)Nc2cc(S(=O)(=O)N3CCOCC3)ccc2Cl)C1=O (centres undefined)	6.2%	0.6%	39.2	-24.3%	-1.4	3.4%	13.1µM*
N#Cc1nc(COc2cccc(Cl)c2)oc1N1CCN(c2ccccc2)CC1	?	-1.7%	-5.3	-23.8%	-1.7	6.3%	2.8%
CCCCn1c(SCC(=O)NC(C)(C)C)nnc1-c1ccco1	0.0%	2.3%	-19.0	-8.4%	6.5	-1.3%	-8.6%[5.75 µM]
O=C(CN(c1cccc([N+](=O)[O-])c1)S(=O)(=O)c1ccccc1)NCc1ccccc1	-5.3%	-6.2%	0.0	?	2.8	8.6%	-1.3%
O=C1OC(c2ccc(Cl)cc2)=N/C1=C\C=C\c1ccco1	-18.3%	-10.8%	-13.8	11.8%	-1.6	6.1%	nt
O=C1N(Cc2cccc(Cl)c2)C[C@@H]2C[C@@H](c3ccco3)N3CCC[C@@]123	-8.1%	-5.2%	-16.0	-13.0%	-2.4	-0.1%	2.6%
CC(=O)Nc1cc(C(=O)N2CCCC2)ccc1Sc1ccc(C)cc1	-10.5%	-4.1%	-2.9	nt	1.1	-1.2%	?
Cc1ccc(C(=O)N(C)c2nnc(-c3ccncc3)s2)cc1	-10.2%	1.0%	58.4*	-9.3%	14.9*	0.1%	0.3%
O=C(NC1CCCCC1)N1CCN(S(=O)(=O)c2ccc(F)cc2)CC1	0.9%	-3.2%	-14.0	-1.8%	3.0	4.5%	?
Cc1cc(Nc2ccc(Br)cc2)nc(-c2ccccc2O)n1	10.5%	-1.7%	18.3	96.5%[activator]	13.7	-0.3%	-9.9%
Cc1cccc(S(=O)(=O)Nc2ccc3c(c2)OCCO3)c1	-3.7%	2.6%	-8.0	9.8%	0.7	-1.7%	-10.2%
